Compound activity as filed in PubChem.
ALOX12 inh = inhibitors of human 12S-lipoxygenase ALOX12; purified 12hLO, xylenol orange hydroperoxide absorbance; AID 1671190; 1.1% of 580,000 active; Potency, µM (series often up to 108 µM), for the others: top-dose activity change, negative = inhibition, hits mostly inhibitors; further: on the % scale 0 is the no-effect control and ±100 the full control effect
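Purified human 12hLO (150 nM final) in 25 mM Hepes, 0.01% Triton X-100, pH 7.0 was preincubated 15 min at room temperature with compound. Then 40 uM arachidonic acid was added, 30 min. Hydroperoxide was read by Fe-XO absorbance ratio 573/405 nm.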
RGS4 inh = human RGS4 inhibition. 0.039% of 390,000 active. Transcreener GDP fluorescence polarization, RGS4-accelerated GTP hydrolysis. AID 504845. Potency, µM (doses to about 114 µM), for the others: at the highest dose activity change, negative = inhibition, hits mostly inhibitors; further: on the % scale 0 is the no-effect control and ±100 the full control effect; nearly all actives have a fitted effect of over 75% in size; some results filed as inactive show a strong effect at the top dose
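MLSMR compounds (23 nl, pin-transferred) preincubated 10 min at room temperature with a 500nM (2x) first reagent, then RGS4 at 900nM (2x) plus Transcreener GDP mix added; fluorescence polarization (620/688 nm) read before and after 90 min at 30 °C.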
rTrxR1 inhibitor = inhibitors of rat thioredoxin reductase 1. O89049. recombinant rTrxR1, NADPH fluorescence consumption, selenite substrate. Potency, µM (top dose mostly 114 µM), inactives show at the top dose activity change, negative = inhibition, usual class: inhibitors. 1% of 390,000 active; further: on the % scale 0 is the no-effect control and ±100 the full control effect; nearly all actives have a fitted effect of over 65% in size
Target sequence (O89049 whole entry, looked up): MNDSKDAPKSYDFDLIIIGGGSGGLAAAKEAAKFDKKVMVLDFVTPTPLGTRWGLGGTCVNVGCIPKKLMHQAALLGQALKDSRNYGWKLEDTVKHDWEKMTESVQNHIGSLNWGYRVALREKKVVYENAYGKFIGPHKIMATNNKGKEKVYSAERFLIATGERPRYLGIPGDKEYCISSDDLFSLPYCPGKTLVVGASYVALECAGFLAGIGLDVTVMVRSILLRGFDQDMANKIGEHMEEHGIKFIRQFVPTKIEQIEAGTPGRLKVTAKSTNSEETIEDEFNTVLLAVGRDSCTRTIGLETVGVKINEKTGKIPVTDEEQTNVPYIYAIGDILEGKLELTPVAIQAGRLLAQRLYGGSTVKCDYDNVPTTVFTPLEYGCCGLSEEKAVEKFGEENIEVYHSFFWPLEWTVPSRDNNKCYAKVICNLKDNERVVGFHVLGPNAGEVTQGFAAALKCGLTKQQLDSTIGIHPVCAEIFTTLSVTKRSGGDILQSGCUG
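Rat TrxR1 (90 nM in the dispensed reagent) was pre-reduced with 400 uM NADPH for 5 min at room temperature, then incubated with compound for 15 min. After 400 uM selenite was added, NADPH fluorescence (Ex 340/Em 450 nm) was followed for 8 min.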
Vif-APOBEC3G blk = Vif-A3G binding inhibition; HeLa A3G-eYFP + Vif (tagged APOBEC3G with the HIV-1 protein that degrades it), YFP fluorescence, overnight; Potency, µM (series often up to 46.1 µM), for inactives: top-dose activity, negative = active, hits mostly inhibitors; 0.076% of 410,000 active;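 further: on the % scale 0 is the no-effect control and ±100 the full control effect; nearly all actives have a fitted effect of over 60% in size; hits raise eYFP signal because A3G escapes Vif-driven loss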
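Read-out is eYFP fluorescence (Ex 488/Em 500-530) from Vif-expressing HeLa A3G-eYFP cells; more signal means A3G escaped Vif-mediated degradation. Cells plated overnight, compound pinned in, incubated overnight at 37 deg C.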
Vif-APOBEC3F blk = blocks the Vif interaction with APOBEC3F; HeLa A3F-eYFP + Vif (tagged APOBEC3F with the HIV-1 protein that degrades it), YFP fluorescence increase; Potency, µM (top dose mostly 46.1 µM), without a hit: top-dose activity, negative = active; 0.2% of 390,000 active; AID 602313; further: % of control where 0% means no effect; nearly all actives have a fitted effect of over 65% in size
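Fluorescence increase (Ex 488/Em 500-530) after overnight compound treatment at 37 deg C flags inhibition of Vif-driven A3F-eYFP loss in stable HeLa A3F-eYFP/Vif cells seeded overnight beforehand.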
TrxR1 substrate = rat thioredoxin reductase 1 substrate activity; O89049; 0.01% of 390,000 active; AID 588456; Potency, µM (doses to about 114 µM), inactives show at the top dose activity change, negative = substrate turnover; purified TrxR1 substrate turnover, NADPH consumption readout; further: on the % scale 0 is the no-effect control and ±100 the full control effect; nearly all actives have a fitted effect of over 50% in size
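Rat TrxR1, dispensed at 90 nM, was prereduced with 400 uM NADPH (final) for 5 min at ~22 deg C, then incubated with compound 15 min before 400 uM selenite. A first-read NADPH fluorescence drop versus no-compound background flagged substrates.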
RXFP1 agonist = agonists of human relaxin receptor RXFP1; Potency, µM (titrated, usually from 57.5 µM), for the others: at the highest dose activation, most hits filed as activators; HEK293T-RXFP1 cAMP TR-FRET, 30 min; response scale: percent of porcine relaxin response, buffer zero; AID 2676; Q9HBX9; 0.3% of 370,000 active; further: on the % scale 0 is the no-effect control and ±100 the full control effect; nearly all actives have a fitted effect of over 60% in size; many of its hits are not listed in these tables
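HEK293T cells stably expressing RXFP1 were pretreated with the PDE4 inhibitor Ro 20174, exposed to compounds for 30 min at 37C, lysed, and cAMP was read by TR-FRET. Data normalized to buffer (basal) and 29 nM porcine relaxin (100%).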
USP1-UAF1 inh = USP1/UAF1 (human) deubiquitinase inhibition; recombinant USP1/UAF1, Ub-Rhodamine cleavage fluorescence; O94782; 0.23% of 390,000 active; Potency, µM (doses to about 57.1 µM), without a hit: at the highest dose activity change, negative = inhibition, usual class: inhibitors; further: on the % scale 0 is the no-effect control and ±100 the full control effect; nearly all actives have a fitted effect of over 60% in size; inactives centre near -12
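USP1/UAF1 complex at 1 nM was preincubated with compound for 15 min at room temperature, then Ub-Rho substrate (150nM final) was added. Fluorescence (480/540 nm) was read kinetically, 6 reads every 60 seconds.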
IDH1 R132H inh = blocks human mutant IDH1 R132H enzyme | O75874 | AID 602179 | IDH1-R132H enzyme, NADPH consumption, diaphorase/resazurin fluorescence | 0.093% of 390,000 active | Potency, µM (titrated, usually from 76.6 µM), for inactives: at the highest dose activity change, negative = inhibition, hits mostly inhibitors; further: on the % scale 0 is the no-effect control and ±100 the full control effect; nearly all actives have a fitted effect of over 65% in size
Target sequence (O75874 whole entry R132H, stated change not applied): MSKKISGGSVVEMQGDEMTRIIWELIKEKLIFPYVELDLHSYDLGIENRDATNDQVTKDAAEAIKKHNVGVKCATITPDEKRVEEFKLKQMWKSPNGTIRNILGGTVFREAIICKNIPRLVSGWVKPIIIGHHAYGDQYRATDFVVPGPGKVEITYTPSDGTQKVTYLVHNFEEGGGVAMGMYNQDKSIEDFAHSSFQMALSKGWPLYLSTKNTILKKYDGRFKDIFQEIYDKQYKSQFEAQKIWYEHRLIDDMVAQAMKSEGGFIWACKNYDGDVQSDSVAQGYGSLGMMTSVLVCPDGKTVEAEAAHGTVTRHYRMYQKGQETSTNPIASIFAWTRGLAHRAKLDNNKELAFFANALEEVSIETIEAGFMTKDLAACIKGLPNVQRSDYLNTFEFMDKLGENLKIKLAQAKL
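IDH1-R132H (0.5 ug/mL) preincubated 30 min with compound, then NADPH (0.016 mM) and alpha-KG (2 mM) added; 80 min at RT, pH 7.5. Remaining NADPH coupled via diaphorase/resazurin to fluorescence (540/590 nm); concentration-response curves normalized to no-enzyme control.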
Active calls of the source: *; ? = inconclusive; / = not tested or not shown; & = joins results of further samples; ! = a repeat was not active; [ ] = dose if it differs, or a comment. The call rests on the fitted dose curve; in most records, active means well fitted curve in the direction sought with a large enough effect; inconclusive means small, poorly fitted or top-dose-only effect, or another doubt; inactive means no such curve, though single readings can be large; an effect the other way counts as inactive or inconclusive. Potency means the concentration at half of the fitted maximal effect.

SMILES	ALOX12 inh	RGS4 inh	rTrxR1 inhibitor	Vif-APOBEC3G blk	Vif-APOBEC3F blk	TrxR1 substrate	RXFP1 agonist	USP1-UAF1 inh	IDH1 R132H inh
Cc1ccc(CN(CC(O)COc2cccc3[nH]cc(C)c23)C(C)(C)C)cc1 (stereo not given)	?	-3%	7%	-6%	0%	-4%	1.9%	0%	-2%
Cc1[nH]c2ccc(F)cc2c1CCN(Cc1ccncc1)C(=S)Nc1cccc(F)c1	0%[57.4 µM]	-12%	-4%	-3%	3%	-3%	0.5%	-14%	-11%
C=C1C(=O)O[C@@H]2[C@H]3O[C@]3(C)CCC=C(C)CC[C@@H]12	3%&196%	?	17µM*!	/	/	18%[57.1 µM]	/	/	/
COc1cccc(CNCCSc2nnnn2-c2ccccc2)c1OC	7%	-24%	14%	-2%	1%	7%	5.1%	-21%	-2%
CS(=O)(=O)C1=NN2C(=N)/C(=C\c3ccc(OC(=O)c4ccco4)cc3)C(=O)N=C2S1	-25%	-5%	10%	-4%	-9%	0%	1.4%	-9%	15%
O=C(Nc1ccccc1Br)c1ccc(OC(=S)N2CCOCC2)cc1	7%	?	28%[57.1 µM]	-2%	7%	3%	-0.6%	-3%	20%
CCn1cc(C(=O)N2CCN(c3ccccc3)CC2)c(=O)c2cc(S(=O)(=O)N3CCCC3)ccc21	-16%	6%	4%	1%	0%	-10%	3.9%	-17%	-16%
FC(F)(F)C1=CC(c2ccccc2)=NCCN1	-9%	17%	4%[57.1 µM]	-1%	-2%	-2%[57.1 µM]	2.9%	-14%	9%
COc1ccc(C(=O)Nc2ccc3oc(-c4cc(Cl)ccc4Cl)nc3c2)cc1Br	0%	-15%	24%	-5%	4%	16%	-0.1%	4%	-10%
Cc1ccc(S(=O)(=O)/C(C#N)=C/c2c(N3CCOCC3)nc3ccccn3c2=O)cc1	-13%	37%	-14%	0%	-11%	-13%	1.3%	-23%	3%
CCc1ccc(CN(C)C(=O)C2CCC(=O)N(CCc3ccc(OC)cc3)C2)nc1 (stereo not given)	8%	24%	?	0%	6%	-19%	0.0%	-6%	0%
COc1ccc(NC2=CC(c3ccc(OC)cc3)N(c3ccc(OC)cc3)C2=O)cc1 (stereo not given)	-28%	-48%	?	-4%	2%	1%	0.0%	-27%	-4%
N#Cc1c2ccc(O)cc2n2ccccc12	-14%	-32%	8%[57.1 µM]	-4%	-5%	33%[57.1 µM]	4.3%	-22%	4%
Cc1nc2ccccc2n1CCc1nc2c3ccccc3nc(SCC(=O)Nc3ccc(Br)cc3F)n2n1	-25%	-23%	13%[57.1 µM]	-3%	-1%	0%[57.1 µM]	-0.8%	-26%	-3%
CCCCNC(=O)CCCCCn1c(=O)[nH]c2ccccc2c1=O	15%	-7%	-5%[57.1 µM]	3%	1%	2%[57.1 µM]	6.5%	-1%	0%
CC1CCc2nn(CC(=O)Nc3ccccc3Cl)cc2C1 (stereo not given)	-22%	6%	-21%	1%	0%	-17%	0.1%	2%	-4%
Cc1ccc(C(=O)OCC(=O)N2CCC(c3ccccc3)=N2)cc1	-16%	-6%	17%	3%	7%	4%	/	-13%	8%
Cc1nc2ccccc2c(=O)n1NC(=O)c1ccc(F)cc1Cl	-6%	5%	15%	0%	-1%	-2%[57.1 µM]	-0.2%	-5%	0%
CCOC(=O)C1CCCN(C(=O)c2ccc3ncsc3c2)C1 (stereo not given)	-2%	4%	11%	-3%	-23%	-4%	/	1%	6%
O=C(NNC(=O)c1cccs1)c1ccc([N+](=O)[O-])cc1	0%	?	-2%[57.1 µM]	4%	-5%	-6%	-2.6%	-21%	2%
Cc1ccc2onc(CC(=O)O)c2c1	-23%	6%	-10%	0%	-7%	-8%	1.3%	-1%	-2%
Cc1cc2c(cc(C(=O)OC(C(=O)NCc3ccco3)C(C)C)n2C)o1 (stereo not given)	?	-9%	-5%	1%	-1%	0%	0.2%	-3%	12%
CCOC(=O)C1C(=O)C=C(c2ccc(C)cc2)CC1c1ccccc1 (stereo not given)	?	-26%	13%[57.1 µM]	-1%	-12%	0%[57.1 µM]	4.5%	-7%	0%
CSc1ccc(Cl)c(C(=O)N2CCN(CC(=O)N3CCCC3)CC2)c1	-6%	-3%	-12%	0%	0%	4%	/	-13%	1%
N#C/C(=C\c1ccc(-c2ccccc2[N+](=O)[O-])o1)C(=O)Nc1nc(-c2cccs2)cs1	-21%	-8%	-33%	-6%	3%	-22%	-1.9%	-8%	0%
Nc1ccccc1OCP(=O)(c1ccccc1)c1ccccc1	2%	-19%	5%	0%	-1%	0%	0.1%	-22%	-7%
O=C(NC1CCCCC1)C(c1ccco1)N(C(=O)c1csnn1)C1CCCC1 (stereo not given)	-6%	-33%	8%	-5%	2%	5%	0.0%	-8%	2%
Nc1ccc2c(c1)N1CCN=C1S2	-17%	-45%	10%	-1%	-9%	-3%	0.9%	-4%	1%
CC(C)Cn1c(S(=O)(=O)O)nc2ccccc21	?	5%	2%	-5%	3%	3%	4.0%	-19%	8%
CC1CN(C(=O)CNC(=O)COc2ccccc2)CC(C)O1 (stereo not given)	17%	-13%	23%	1%	5%	0%	/	-19%	-16%

Entries of single compounds, quoted from the list. Values in the order: ALOX12 inh, RGS4 inh, rTrxR1 inhibitor, Vif-APOBEC3G blk, Vif-APOBEC3F blk, TrxR1 substrate, RXFP1 agonist, USP1-UAF1 inh, IDH1 R132H inh
Results for Cc1[nH]c2ccc(F)cc2c1CCN(Cc1ccncc1)C(=S)Nc1cccc(F)c1 : 0%[57.4 µM], -12%, -4%, -3%, 3%, -3%, 0.5%, -14%, -11%
Results for Nc1ccc2c(c1)N1CCN=C1S2 : -17%, -45%, 10%, -1%, -9%, -3%, 0.9%, -4%, 1%

The listing picks up with the four entries that preceded the break.
SMILES	ALOX12 inh	RGS4 inh	rTrxR1 inhibitor	Vif-APOBEC3G blk	Vif-APOBEC3F blk	TrxR1 substrate	RXFP1 agonist	USP1-UAF1 inh	IDH1 R132H inh
O=C(NC1CCCCC1)C(c1ccco1)N(C(=O)c1csnn1)C1CCCC1 (stereo not given)	-6%	-33%	8%	-5%	2%	5%	0.0%	-8%	2%
Nc1ccc2c(c1)N1CCN=C1S2	-17%	-45%	10%	-1%	-9%	-3%	0.9%	-4%	1%
CC(C)Cn1c(S(=O)(=O)O)nc2ccccc21	?	5%	2%	-5%	3%	3%	4.0%	-19%	8%
CC1CN(C(=O)CNC(=O)COc2ccccc2)CC(C)O1 (stereo not given)	17%	-13%	23%	1%	5%	0%	/	-19%	-16%
C/C(N)=C(/C#N)C(=O)CSc1nnc(NC(C)C)s1	-25%	-17%	9%	2%	-9%	-8%	-0.1%	-24%	4%
CCC(C)NC(=O)c1[nH]c2cc(C)ccc2c1Sc1ccc(Cl)cc1 (stereo not given)	?	9%	0%	-3%	-5%	1%	-3.4%	-11%	16%
Cc1cccc(C(C)C)c1NC(=O)c1ccc(CN(c2ccccc2)S(=O)(=O)c2ccccc2)cc1	-10%	-1%	-10%	0%	-20%	-9%	0.1%	-1%	3%
Cc1ccc(S(=O)(=O)n2nccc2-c2c(-c3ccc(Cl)cc3)noc2C)cc1	127%[activator]	-27%	20%[57.1 µM]	2%	-10%	1%	-0.4%	-10%	4%
O=C(NCC(=O)N1CCOCC1)c1ccc(Br)cc1	-11%	-9%	7%	4%	5%	-2%	-0.2%	-25%	-6%
Cc1ccc(CNC(=O)C2(S(=O)(=O)c3ccc(C)cc3)CC2)cc1	-8%	7%	26%	-7%	2%	4%	2.5%	?	-3%
c1ccc(-n2cnc3cc(NCc4cccs4)ccc32)cc1	-22%	-8%	5%	?	-20%	27%	2.2%	-21%	9%
Cc1nn(Cc2ccccc2Cl)c(C)c1NC(=O)/C=C/c1cnn(C)c1	4%	-10%	1%	0%	0%	-10%	-0.4%	-3%	9%
Cc1ccc(/C=C2/N=C(c3ccccc3)NNC2=O)cc1	0%	-26%	19%[11.4 µM]	-1%	?	10%[57.1 µM]	2.7%	-26%	-6%

These rows are one share of the data. The share of hits here may be higher or lower than overall.
